# 14-3-3g Raf: 14-3-3 gamma protein interaction modulation. P61981. FP, 14-3-3gamma / TMR-pS259-Raf peptide binding. inhibition, % at 40 µM. hit rate 0.19% among 160,000. AID 422; in the data active = inhibition above about 30%;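 also: 0% = protein plus tracer without compound and 100% = blank with tracer alone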
# Target sequence (P61981 whole entry, looked up): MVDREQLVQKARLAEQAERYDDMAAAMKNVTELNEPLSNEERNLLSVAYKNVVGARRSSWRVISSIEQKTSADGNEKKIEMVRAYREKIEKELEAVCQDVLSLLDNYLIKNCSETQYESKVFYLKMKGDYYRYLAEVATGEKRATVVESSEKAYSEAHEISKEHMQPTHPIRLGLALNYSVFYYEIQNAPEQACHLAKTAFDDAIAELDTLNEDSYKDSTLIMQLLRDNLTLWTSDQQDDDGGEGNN
# The depositor's hits bear a star; & = joins results of further samples. Some of the compounds tested, so the mix of outcomes need not match the whole.
SMILES,14-3-3g Raf
CC(C)CCC1=NN(C(=O)c2ccccc2Cl)C(O)(C(F)(F)F)C1 (configuration not stated),-20
Cc1ccc(NC(=O)C(=O)NCCN2CCNCC2)cc1,-6
CCOc1ccc(-c2nc(-c3ccc(OC)cc3)no2)cc1OCC,-3
COc1ccc(OC)c(N=Cc2cc(I)cc(C)c2O)c1,-72
CN(C)C(=O)CCc1nc(-c2ccc(C(C)(C)C)cc2)no1,-6
CCC(=O)N1c2ccc(S(=O)(=O)CCC(=O)NCc3cccs3)cc2CC1C (configuration not stated),16
COc1ccc(-c2nnc3c4ccccc4c(Cl)nn23)cc1,-1
O=C(NCc1ccccc1Cl)c1ccc2c(=O)n(CCC3=CCCCC3)c(=S)[nH]c2c1,4
COc1cc(C(=O)Nc2cccc(C(F)(F)F)c2)cc(OC)c1OC,0
CC1CCC(NC(=O)CCn2c(=S)[nH]c3cc4c(cc3c2=O)OCO4)CC1 (configuration not stated),-4
CCOC(=O)c1cnc2c(C)c(Cl)ccc2c1NCc1ccccc1,0
Cc1ccc(NC(=O)c2cc(S(=O)(=O)NCCc3ccccc3)ccc2F)cc1F,-3
COc1ccc(N2C(=O)CC(Nc3ccc(OC(F)(F)F)cc3)C2=O)cc1 (configuration not stated),-9
CC(C)(C)C(=O)Nc1ccccc1C(=O)NCc1ccco1,1
COc1ccc(C(=O)N2c3ccccc3Sc3ccccc32)cc1S(=O)(=O)N1CCOCC1,-22
O=C(O)C1CCCN1S(=O)(=O)c1ccc(Br)s1 (configuration not stated) (tested in a mixture with another compound),-5
CC(=O)Nc1cccc(-c2nc3ccccc3s2)c1C,-1
CC(=O)N1CCN(c2ccc(NC(=O)c3ccccc3Br)cc2Cl)CC1,0
CC(CN1CCCCC1)OC(=O)c1cc2ccccc2o1 (configuration not stated),-17
CC(=O)CC(C)=Nc1ccc([N+](=O)[O-])cc1,3
Cc1cc(NC(=O)CN2CCN(C(=O)c3ccco3)CC2)c2ccccc2n1,-8
CCOc1cc(C(=O)Nc2c(C)cccc2C)cc(OCC)c1OCC,8
CCN(CC)c1cc(Nc2cc(C)ccc2C)c([N+](=O)[O-])c2nonc12,-1
Cc1nonc1OCCNC(=O)C12CC3CC(CC(C3)C1)C2,1
COc1cccc(OC)c1C(=O)Nc1nc(-c2ccc(C)cc2)c(C)s1,-6
Cc1cc(C)c(S(=O)(=O)NCC2CCC(C(=O)N3CCN(c4ccccc4)CC3)CC2)c(C)c1 (configuration not stated),-1
CC(C)Cc1nc(N2CCN(C(=O)Cc3ccccc3)CC2)c(C#N)c2c1COC(C)(C)C2,7
O=C(Nc1ccccc1)Nc1cccc2cccnc12,-4
CCCOC(=O)c1ccc(NC(=O)c2ccc(C)c([N+](=O)[O-])c2)cc1,9
CCCn1c(=NC(=O)c2cccc(C)c2)c(C(=O)OCC)cc2c(=O)n3ccccc3nc21,-14
CCCCOc1ccc(NC(=O)CC2SC(N)=NC2=O)cc1 (configuration not stated),3
COc1ccc2nc(NC(=O)CCc3nc(-c4ccccc4F)no3)sc2c1,-5
Cc1ccc(S(=O)(=O)Nc2ccc(-c3nnc(SCC#N)n3C)cc2)cc1,-6
O=C(O)c1nsnc1NCCO,11
COc1ccc2cc(C(=O)Nc3c(C)n(C)n(-c4ccccc4)c3=O)sc(=O)c2c1OC,-4
COc1cc(C(=O)Oc2ccc3c(C)cc(=O)oc3c2C(C)=O)c(Br)c(OC)c1OC,-5
Cc1ccc(C2Nc3ccccc3C(=O)N2c2ccc(N(C)C)cc2)cc1 (configuration not stated),2
Cc1cc2nc(-c3cc(NC(=O)c4ccccc4[N+](=O)[O-])ccc3Cl)oc2cc1C,-80
CNC(=O)c1cc2c(n(-c3ccc(Cl)cc3)c1=O)CC(C)(C)CC2=O,-7
Cc1nnc(NC(=O)C2c3ccccc3Oc3ccccc32)s1,-12
COc1ccc(N=Cc2ccc(OCc3ccc(Cl)cc3)cc2)cc1,4
CCC1=NN(C(=O)Cc2ccc(OC)c(OC)c2)C(O)(C(F)(F)F)C1 (configuration not stated),-4
O=C(Cc1ccccc1)NC1CCN(S(=O)(=O)c2cccc(F)c2)CC1,-4
CC(=O)Nc1cccc(NC(=O)CSc2nnnn2C)c1,6
Cc1csc(SCC(=O)Nc2nc(-c3ccccc3)cs2)n1,-7
O=C(Cn1ccc2ccccc2c1=O)NCCC(=O)Nc1ccc2c(c1)OCCO2,-7
COc1cccc2[nH]c3c(N4CCCCC4)ncnc3c12,-8
Cc1oc(-c2ccccc2F)nc1CS(=O)(=O)CC(=O)NC1CCCC1,-4
COc1ccc(C2=CC(c3ccccc3C)c3ccccc3O2)cc1OC (configuration not stated),-6
COCCNC(=O)c1ccc2c(c1)NC(=O)CS2,-9
O=C(NCc1ccccc1)c1ccc2c(=O)[nH]c3c(C(=O)NC4CCCC4)sc(=S)n3c2c1,-17
O=C(NCc1ccccc1Cl)c1cc(=O)[nH]c2ccc(S(=O)(=O)N3CCCCCC3)cc12,-5
C=CCOC(=O)C1=C(C)Nc2[nH]c(=O)[nH]c(=O)c2C1c1ccc(N(CC)CC)cc1 (configuration not stated),-29
Cc1ccccc1N=Cc1ccc(Br)c([N+](=O)[O-])c1,-3
CCOC(=O)C1=C(C)NC(=S)NC1c1ccco1 (configuration not stated),-70
Cc1ccc(NC(=O)c2ccc(F)c(S(=O)(=O)N3CCCC3)c2)cc1F,-3
CCOC(=O)c1ccc(-c2ccc(C(=O)Nc3cccnc3)o2)cc1,2
Brc1ccc(-c2noc(CCc3ccccc3)n2)o1,0
O=C(C1CC1)N1CCc2cc(S(=O)(=O)NCc3cccnc3)ccc21,-2
O=C(CSc1nnc(-c2cccc(F)c2)n1-c1ccccc1)NC1CCCCC1,-8
# Carrying on:
SMILES,14-3-3g Raf
COc1ccc(-c2c(OC(=O)c3cc(OC)c(OC)c(OC)c3)ccc3oc(=O)sc23)cc1,-8
O=C(Nc1ccc(-c2nc3ccccc3s2)c(O)c1)c1cc(=O)c2ccccc2o1,-1
COc1cccc(C2C(C#N)=C(N)Oc3cc(C)n(Cc4ccco4)c(=O)c32)c1 (configuration not stated),-6
Cn1c(SCC(=O)Nc2ccc3cn[nH]c3c2)nnc1-c1cccs1,-3
CCCc1cc(=O)[nH]c(SCC(=O)N(C)CC(=O)Nc2ccc(C)cc2)n1,-4
O=C(O)c1ccccc1-c1ccccc1C(=O)Nc1nc2ccccc2s1,13
COC(=O)C1=C(N)OC2=C(C(=O)CC(c3ccccc3)C2)C1c1cccc(OC)c1OC (configuration not stated),-1
CCOC(=O)c1cnc2c(C)cc(C)cc2c1Nc1cc(Cl)ccc1O,4
Cc1cc(C)nc(NC2=NCC(=O)N2c2ccccc2Br)n1,0
COc1ccc(NC(=O)c2ccc3c(=O)n(-c4ccccc4)c(=O)[nH]c3c2)cc1OC,7
Cn1c(=NC(=O)c2ccc(S(=O)(=O)N3CCCc4ccccc43)cc2)sc2cc(S(C)(=O)=O)ccc21,8
COc1ccc(N2CCN(CCNC(=O)c3cccn4c(=O)c5ccc(Cl)cc5nc34)CC2)cc1,-10
CCC(C)NC(=O)Cn1c(=O)n(-c2ccc(OC)c(OC)c2)c(=O)c2ccccc21 (configuration not stated),-2
CCn1c(CSc2nc(C)cc(C)n2)nnc1SCC(=O)Nc1nc(-c2ccccc2)cs1,-13
O=C(c1cn(-c2ccccc2)nc1C12CC3CC(CC(C3)C1)C2)N1CCOCC1,-2
CCCOc1ccc(C(=O)Nc2ccc(NC(=O)c3ccccc3)c(Br)c2)cc1,-5
CCOc1ccc(NC(=O)CN2CCN(CC(=O)c3ccc(OCC)cc3)CC2)cc1,-13
Cc1noc(NS(=O)(=O)c2ccc(NC(=O)NC(C)(C(F)(F)F)C(F)(F)F)cc2)c1C,-12
Cn1c(NCC(O)c2ccccc2)nc2c1c(=O)n(Cc1ccc(Cl)c(Cl)c1)c(=O)n2C (configuration not stated),3
CCCCOC(=O)c1[nH]c2c(c1C)C(=O)CC(c1ccccc1)C2 (configuration not stated),-2
COc1ccccc1NC1=C(N2CCOCC2)C(=O)c2ccccc2C1=O,0
CCCc1c(OCCCOc2ccc(OCC(=O)O)cc2)ccc(C(C)=O)c1O,-6
COc1ccccc1NC(=O)c1sc(=S)n(-c2ccc(C)c(C)c2)c1N,-8
O=CN1CCN(C(C(=O)NC2CCCCC2)c2cc3c(cc2[N+](=O)[O-])OCO3)CC1 (configuration not stated),1
O=C1C=CC(=O)N1c1ccc(Br)cc1[N+](=O)[O-],-3
CCCCn1c(SCC(=O)NCc2ccco2)nc2ccc(N3CCOCC3)cc2c1=O,-18
CCCNC(=O)CSc1nc2nc(C)c(Cc3ccccc3C)c(C)n2n1,3
CC1=C(C(=O)O)N2C(=O)[C@@H](NC(=O)C(N)C3=CCC=CC3)[C@H]2SC1 (some centres not stated),-7
CC(C)C(NS(=O)(=O)c1cccs1)C(=O)NC1CCCCCC1 (configuration not stated),-5
CC1=C(C(=O)OCc2ccccc2)C(c2ccc([N+](=O)[O-])cc2)C2=C(CC(c3ccccc3)CC2=O)N1 (configuration not stated),4
COCCOC(=O)c1c(C)n(C)c2ccc(OC(=O)C3CC3)cc12,-1
CN(C)c1ccc(C2C3=C(CC(C)(C)CC3=O)Nc3nc(SCc4ccccc4F)[nH]c(=O)c32)cc1 (configuration not stated),-10
CCOC(=O)c1ccc(-c2coc3cc(O)c(CC)cc3c2=O)o1,2
Cc1ccc2c(c1)C(c1ccccc1)N(C(=O)C(C)(C)C)CC(=O)N2 (configuration not stated),2
COc1ccc(NC(=O)CN(C2CCCCC2)S(C)(=O)=O)cc1OC,-9
O=C(CSc1cccc2cccnc12)N1CCCCC1,-4
Cc1ccc2nc3n(c2c1)C(=O)C1C2c4ccccc4C(c4ccccc42)C31 (configuration not stated),1
O=C(NC(NCc1ccccc1Cl)(C(F)(F)F)C(F)(F)F)c1ccccc1,7
CCCn1c(N)c(Sc2ccc(Cl)cc2)c(=O)n(CCC)c1=O,-11
COc1ccc(C2C(C(=O)c3ccc(C)o3)=C(O)C(=O)N2Cc2cccnc2)cc1OC (configuration not stated),2
COc1cc(-c2n[nH]c(=O)o2)cc(OC)c1OC,4
Cc1ccc(CNS(=O)(=O)c2ccc3c(c2)CCN3C(=O)C2CCC2)cc1,-4
C1=CC2CC1CC2CN1CCN(C2CCC(c3ccccc3)CC2)CC1 (configuration not stated),-7
CCCN1C(=O)N(c2cccc(Cl)c2)C(C)(O)CC1(C)C (configuration not stated),16
CC(=O)COc1ccc2c3c(c(=O)oc2c1C)CCCCC3,-6
CCCCC(NC(C)=O)c1nc2ccccc2n1CCCC (configuration not stated),-6
CCc1c(-c2ccccc2)nc2ccccc2c1C(=O)NCc1ccco1,-14
CN1C(=O)c2ccccc2C(C(=O)N2CCCCCC2)C1c1cn(C)c2ccccc12 (configuration not stated),-7
C=CCc1cccc(/C=N/n2cnnc2)c1O,-1
CCOC(=O)c1oc2cc(O)ccc2c(=O)c1-c1ccccc1OC,0
COCCCNC(=O)c1cc(Nc2ccc(C)c(C)c2)nc2ccccc12,-5
CCC1(C)CC(C(=O)c2ccc(OC)cc2)CCO1 (configuration not stated),5
Cn1nc(-c2ccc(Cl)cc2)c2cc(C(=O)N3CCN(c4ccccn4)CC3)sc21,-4
COc1ccc2cc(-c3nnc(Nc4ccc(C)cc4)s3)c(=O)oc2c1,5
CCN1CCCC1CNC(=O)CSc1cc(=O)n(CC)c2ccccc12 (configuration not stated),2
CCCSc1nnc2c(n1)OC(c1cccn1C)N(C(C)=O)c1ccccc1-2 (configuration not stated),-3&-3
O=C(NCCN1CCc2ccccc2C1)C1c2ccccc2C(=O)N2CCc3ccccc3C12 (configuration not stated),-4
Cc1nc(N2CCC(C)CC2)c2c(C)c(C(=O)Nc3cc(F)ccc3C)sc2n1,1
CCOc1cc(NS(=O)(=O)CC)c(OCC)cc1NC(=O)c1ccco1,3
COc1ccc(NC(=O)c2cc3ccccc3cc2O)cc1,-17

# An excerpt from above in order of number of heavy atoms, lowest first:
SMILES,14-3-3g Raf
CCOC(=O)c1oc2cc(O)ccc2c(=O)c1-c1ccccc1OC,0
COCCCNC(=O)c1cc(Nc2ccc(C)c(C)c2)nc2ccccc12,-5
O=C(NCCN1CCc2ccccc2C1)C1c2ccccc2C(=O)N2CCc3ccccc3C12 (configuration not stated),-4

# (next part)
SMILES,14-3-3g Raf
COc1ccc(C2CC(c3ccc(Cl)cc3)Nc3ncnn32)cc1 (configuration not stated),1
O=C(O)c1ccc2c(c1)C(=O)N(c1cccc(Cl)c1)C2=O,-5
CC(=O)C1=NN(c2ccccc2)C(c2cccs2)N1C(C)(C)C (configuration not stated),-2
Cc1cc(C)n2c(=S)[nH]nc2n1,-4&3
O=C(Nc1ccc(Cl)cc1C(=O)Nc1ccncc1)c1ccco1,-13
CC(=O)OC1C(OC(C)=O)N(C(C)=O)C(=O)N1C(C)=O (configuration not stated),-5

# 15 entries from above, ordered by length of the SMILES, lowest first:
SMILES,14-3-3g Raf
Cc1cc(C)n2c(=S)[nH]nc2n1,-4&3
C=CCc1cccc(/C=N/n2cnnc2)c1O,-1
CCC1(C)CC(C(=O)c2ccc(OC)cc2)CCO1 (configuration not stated),5
COc1ccc(NC(=O)c2cc3ccccc3cc2O)cc1,-17
COc1ccc(C2CC(c3ccc(Cl)cc3)Nc3ncnn32)cc1 (configuration not stated),1
CCN1CCCC1CNC(=O)CSc1cc(=O)n(CC)c2ccccc12 (configuration not stated),2
CC(=O)OC1C(OC(C)=O)N(C(C)=O)C(=O)N1C(C)=O (configuration not stated),-5
COCCCNC(=O)c1cc(Nc2ccc(C)c(C)c2)nc2ccccc12,-5
CCOc1cc(NS(=O)(=O)CC)c(OCC)cc1NC(=O)c1ccco1,3
COc1ccc2cc(-c3nnc(Nc4ccc(C)cc4)s3)c(=O)oc2c1,5
CCCSc1nnc2c(n1)OC(c1cccn1C)N(C(C)=O)c1ccccc1-2 (configuration not stated),-3&-3
Cc1nc(N2CCC(C)CC2)c2c(C)c(C(=O)Nc3cc(F)ccc3C)sc2n1,1
CN1C(=O)c2ccccc2C(C(=O)N2CCCCCC2)C1c1cn(C)c2ccccc12 (configuration not stated),-7
O=C(NCCN1CCc2ccccc2C1)C1c2ccccc2C(=O)N2CCc3ccccc3C12 (configuration not stated),-4
Cn1nc(-c2ccc(Cl)cc2)c2cc(C(=O)N3CCN(c4ccccn4)CC3)sc21,-4
